PREPL inh: inhibits the human prolyl oligopeptidase-like enzyme | Q4J6C6 | inhibition, % at 5.96 µM | 320,000 tested, 0.68% active | recombinant PREPL, fluorescence polarization activity-based probe; in the data active means inhibition above about 43%;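 further: 0% = enzyme with DMSO and 100% = wells lacking enzyme; many of its hits are not listed in these tables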
PP5 primary: blocks human protein phosphatase 5 activity. purified PP5c, OMFP substrate fluorescence. inhibition, % at 6.7 µM. 320,000 tested, 0.18% active. AID 1987;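 active means inhibition above the campaign's mean inhibition across all tested compounds plus 3 SD, cut at about 9.5% in these data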;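 further: 0% = DMSO only and 100% = 100 µM cantharidin control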
PP1 counter: PP1-alpha (human) inhibition in PP5 counter-screen; P62136; purified PP1alpha, OMFP fluorescence; inhibition, % at 6.7 µM; 320,000 tested, 0.9% active;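 active means inhibition above the mean inhibition of all tested compounds plus 3 SD, computed separately for each screening campaign, cut at about 15% in these data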
Target sequence (P62136 whole entry, looked up): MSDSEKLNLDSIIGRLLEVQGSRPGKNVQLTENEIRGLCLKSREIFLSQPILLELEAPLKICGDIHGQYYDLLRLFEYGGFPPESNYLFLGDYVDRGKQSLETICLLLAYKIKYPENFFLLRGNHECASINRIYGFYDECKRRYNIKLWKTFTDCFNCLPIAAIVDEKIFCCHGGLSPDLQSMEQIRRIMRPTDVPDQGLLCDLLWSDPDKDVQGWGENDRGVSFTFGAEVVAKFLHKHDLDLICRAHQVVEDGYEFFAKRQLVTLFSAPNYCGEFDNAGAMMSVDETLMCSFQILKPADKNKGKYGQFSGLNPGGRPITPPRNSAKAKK
Efflux pump mplx: inhibitors of Candida antifungal efflux pumps expressed in yeast; S. cerevisiae Candida pump triplex, Nile Red efflux; inhibition, % at 10 µM; 330,000 tested, 0.44% active;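 active means plate passing quality check with inhibition over a set limit, or well fluorescence over plate mean plus 4 SD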;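 further: Nile Red retained in pooled yeast measured as flow cytometry median fluorescence; 0% = buffer negative control and 100% = Enniatin B positive control; higher means more Nile Red kept so more efflux inhibition; some compounds called inactive have numbers as strong as hits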
TPT1 inh: inhibitors of Candida albicans tRNA 2'-phosphotransferase TPT1 | inhibition, % at 5 µM | 300,000 tested, 0.81% active | recombinant caTPT1, FP RNA substrate dephosphorylation;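 active means inhibition above the mean of all tested compounds plus 3 SD, set per screening campaign, cut at about 24% in these data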;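 further: plate controls were DMSO alone for no effect and ferristatin control at 100 nM for full effect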
GASC-1 inh: blocks human GASC-1 demethylase activity; Q9H3R0; 330,000 tested, 0.069% active; GST-JMJD2C(1-420) H3K9me3 demethylation, DELFIA europium; inhibition, % at 2.35 µM;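 active means more than half of a compound's replicate wells show inhibition beyond 50%, single wells judged on their own value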;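 further: signal counts dimethyl H3K9 product captured on neutravidin plate; 0% = median of DMSO wells and 100% = 0.3 times that DMSO median; strong numbers were not always called active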
core dimer inh: blocks dimerization of HCV core protein; TR-FRET GST/Flag-core106 dimerization, 1536-well; AID 1899; 300,000 tested, 0.33% active; inhibition, % at 5 µM;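 active means inhibition above the mean of all tested compounds plus 3 SD, set per screening campaign, cut at about 45% in these data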
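Assay system: GST-tagged and Flag-tagged HCV core protein residues 1-106 / Times: compound-protein-antibody incubation 4 h at 22.5 °C / Signal: time-resolved FRET, ex 340 nm, em 617 and 671 nm / Evaluation: % inhibition based on acceptor/donor emission ratio / Benchmarks: wells lacking GST-core106 and wells with excess unlabelled core106 / Repeats: singlicate, one well per compound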
LYPLA2 counter: blocks human lysophospholipase 2, a PME1 counter-screen; recombinant LYPLA2, FP-Rh probe fluorescence polarization; AID 2177; inhibition, % at 5.9 µM; 320,000 tested, 0.38% active;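 active means inhibition above the screen-wide mean plus 3 SD, limit set per campaign, cut at about 26% in these data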;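 further: 0% = LYPLA2 with DMSO and 100% = wells lacking LYPLA2 enzyme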
Target sequence (O95372 whole entry, looked up): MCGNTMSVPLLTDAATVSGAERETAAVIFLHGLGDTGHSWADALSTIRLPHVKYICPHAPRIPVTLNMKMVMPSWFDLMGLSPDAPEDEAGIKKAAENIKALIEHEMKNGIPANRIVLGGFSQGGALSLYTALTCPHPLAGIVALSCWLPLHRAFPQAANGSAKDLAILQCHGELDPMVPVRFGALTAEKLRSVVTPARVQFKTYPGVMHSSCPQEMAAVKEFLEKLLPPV
Fh CTSL1 inh: cathepsin L1 inhibition, PFM18AAP counter-screen. recombinant F. hepatica cathepsin L1, Z-Leu-Arg-MCA fluorescence. inhibition, % at 5.96 µM. 300,000 tested, 0.49% active;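 active means inhibition above the mean of all tested compounds plus 3 SD, set per screening campaign, cut at about 17% in these data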;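 further: 0% = plate median of test compound wells and 100% = 1 µM Z-Phe-Ala-diazomethylketone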
* hit, by the source's call; · = not tested or not shown. Some of the compounds tested. The share of hits here may be higher or lower than overall.

no. | SMILES | PREPL inh | PP5 primary | PP1 counter | Efflux pump mplx | TPT1 inh
1 | O=C(CSc1nc2ccccc2c(=O)n1CC1CCCO1)Nc1ccccc1 (stereo not given) | 0 | 4.6 | 0 | -0.1 | -2
2 | CCN(CC(=O)Nc1cccc(S(N)(=O)=O)c1)Cc1nc2ccccc2c(=O)[nH]1 | 6 | 2.6 | 1 | 0.0 | 1
3 | O=C(Cn1cc(C(F)(F)F)ccc1=O)N/N=C/c1ccccc1O | -4 | -1.3 | -2 | 0.1 | 1
4 | CC(=O)Nc1ccc(S(=O)(=O)N(Cc2ccco2)CC2CCCO2)cc1 (stereo not given) | 0 | -1.1 | -3 | 0.0 | 2
5 | Cc1ccc(N(CC(=O)NCCc2ccccc2)C(=O)CCC(=O)Nc2cc(C)ccn2)cc1 | -1 | 5.3 | 4 | -0.3 | 0
6 | O=C(c1ccc(Br)o1)N1CCN=C1SCc1cccc(F)c1 | -10 | 2.9 | -7 | 0.4 | 1
7 | COc1ccccc1-n1nnnc1SCC(=O)Nc1oc(C)c2c(C)n[nH]c(=O)c12 | 9 | -1.3 | -4 | -0.1 | -3
8 | COc1nc(C)c2cc(C)oc2n1 | 11 | -0.2 | 1 | -0.1 | -2
9 | COc1cc(CN2CCC(C)CC2)ccc1OCc1ccccc1 | 10 | 0.1 | 3 | -0.1 | -1
10 | O=C(Oc1ccc(C(=S)N2CCOCC2)cc1)c1ccc(Br)cc1 | 4 | 0.0 | 1 | 0.3 | 6
11 | CC(C)c1ccc(NC(=O)CN2C(=O)NC(Cc3c[nH]c4ccccc34)C2=O)cc1 (stereo not given) | 9 | 2.7 | 2 | 0.3 | ·
12 | COc1cc(OC)cc(-c2c(-c3cccs3)c3cc(-c4ccn[nH]4)ccc3n2C)c1 | 15 | 1.2 | 5 | 0.5 | ·
13 | NC(=O)c1nsc(C(=O)N(Cc2ccc(F)cc2)C(C(=O)NCC2CCCO2)c2ccc(F)cc2)c1N (stereo not given) | -7 | 1.4 | 1 | -0.2 | -1
14 | Cc1nnc(CN(C)C(=O)c2cc(COc3ccc(F)cc3Cl)on2)o1 | 7 | -0.1 | -3 | 0.1 | 0
15 | COc1ccccc1C(=O)NC(=O)COC(=O)c1cccc(C)c1O | 16 | -0.8 | -1 | -0.1 | 1

no. | GASC-1 inh | core dimer inh | LYPLA2 counter | Fh CTSL1 inh
1 | 7 | 4 | 0 | 1
2 | -1 | 1 | 1 | -1
3 | 6 | -2 | 1 | -2
4 | -2 | -7 | -4 | 1
5 | -1 | 2 | 1 | -2
6 | 6 | 0 | -4 | 1
7 | -2 | -7 | 3 | -2
8 | 19 | -3 | 6 | 2
9 | -5 | -8 | 1 | -1
10 | -8 | -5 | -4 | -3
11 | · | · | -1 | ·
12 | 14 | · | -1 | ·
13 | 0 | 8 | 2 | 0
14 | 5 | -1 | -4 | 5
15 | -6 | 3 | 3 | -1

Shown with bars between the fields: entries from further up.
# | SMILES | PREPL inh | PP5 primary | PP1 counter | Efflux pump mplx | TPT1 inh | GASC-1 inh | core dimer inh | LYPLA2 counter | Fh CTSL1 inh
11 | CC(C)c1ccc(NC(=O)CN2C(=O)NC(Cc3c[nH]c4ccccc34)C2=O)cc1 (stereo not given) | 9 | 2.7 | 2 | 0.3 | · | · | · | -1 | ·
12 | COc1cc(OC)cc(-c2c(-c3cccs3)c3cc(-c4ccn[nH]4)ccc3n2C)c1 | 15 | 1.2 | 5 | 0.5 | · | 14 | · | -1 | ·

Next section
no. | SMILES | PREPL inh | PP5 primary | PP1 counter | Efflux pump mplx | TPT1 inh
16 | CCOC(=O)COc1ccc2c(C)cc(=O)oc2c1C(=O)c1ccccc1 | 21 | 1.0 | -1 | 0.0 | -7
17 | O=C(COC(=O)c1cc2ccccc2oc1=O)Nc1cccc(Br)c1 | 14 | 1.1 | 5 | 0.1 | 3
18 | CCc1ccc(C(=O)NC(CC(C)C)C(=O)O)cc1 (stereo not given) | 3 | 0.1 | -4 | -0.1 | 0
19 | CCc1ccccc1NC(=O)Cn1nnc(-c2cccnc2)n1 | 3 | 1.1 | -3 | -0.1 | 0
20 | CCNC(=S)N(CCCN(CC)CC)Cc1cc2cc3c(cc2[nH]c1=O)OCO3 | -1 | -1.9 | -4 | 0.0 | 0
21 | O=C(NCCN1CCOCC1)c1cc2ccccc2o1 | -7 | 0.3 | 1 | 0.0 | 0
22 | COc1ccc(C(=O)Nc2cc(=O)n(C)c(=O)n2C)cc1OC | 2 | -0.5 | -4 | 0.1 | 1
23 | O=C(O)CCCNC(=O)Cc1ccccc1 | 12 | -0.4 | 0 | 0.1 | 0
24 | Cc1cc(C)nc(NC(=O)c2cc(-c3ccc(C)s3)nc3ccccc23)c1 | 10 | -0.7 | 1 | -10 | -4
25 | O=C(CSc1nnc(CNC(=O)c2c(F)cccc2F)o1)NCc1ccco1 | 8 | -0.3 | -1 | -0.1 | 2
26 | CC(=O)c1cc2c(=O)c3cc(C)ccc3oc2nc1C | -30 | 1.6 | 2 | -0.1 | -3
27 | CCn1c(SCC(=O)C(C)(C)C)nnc1-c1ccccn1 | 9 | 2.3 | -4 | 0.0 | 1
28 | O=C(O)c1c(Cl)nc2ccccn12 | -3 | -2.9 | -2 | 0.1 | -2

no. | GASC-1 inh | core dimer inh | LYPLA2 counter | Fh CTSL1 inh
16 | -10 | 1 | -5 | 5
17 | 3 | 4 | -9 | 3
18 | 4 | 0 | 4 | 2
19 | 1 | -2 | 8 | -1
20 | 7 | 7 | -5 | 4
21 | -2 | -4 | -3 | -2
22 | -4 | 6 | -1 | 1
23 | 1 | -5 | -5 | 1
24 | 9 | -20 | 3 | 8
25 | -9 | 7 | 3 | 2
26 | -11 | -2 | -3 | 1
27 | 5 | 1 | 3 | -1
28 | 3 | -3 | 4 | 1

By substructure: the compounds so far with four or more nitrogen atoms (10)
no. | SMILES | PREPL inh | PP5 primary | PP1 counter | Efflux pump mplx | TPT1 inh
2 | CCN(CC(=O)Nc1cccc(S(N)(=O)=O)c1)Cc1nc2ccccc2c(=O)[nH]1 | 6 | 2.6 | 1 | 0.0 | 1
5 | Cc1ccc(N(CC(=O)NCCc2ccccc2)C(=O)CCC(=O)Nc2cc(C)ccn2)cc1 | -1 | 5.3 | 4 | -0.3 | 0
7 | COc1ccccc1-n1nnnc1SCC(=O)Nc1oc(C)c2c(C)n[nH]c(=O)c12 | 9 | -1.3 | -4 | -0.1 | -3
11 | CC(C)c1ccc(NC(=O)CN2C(=O)NC(Cc3c[nH]c4ccccc34)C2=O)cc1 (stereo not given) | 9 | 2.7 | 2 | 0.3 | ·
13 | NC(=O)c1nsc(C(=O)N(Cc2ccc(F)cc2)C(C(=O)NCC2CCCO2)c2ccc(F)cc2)c1N (stereo not given) | -7 | 1.4 | 1 | -0.2 | -1
14 | Cc1nnc(CN(C)C(=O)c2cc(COc3ccc(F)cc3Cl)on2)o1 | 7 | -0.1 | -3 | 0.1 | 0
19 | CCc1ccccc1NC(=O)Cn1nnc(-c2cccnc2)n1 | 3 | 1.1 | -3 | -0.1 | 0
20 | CCNC(=S)N(CCCN(CC)CC)Cc1cc2cc3c(cc2[nH]c1=O)OCO3 | -1 | -1.9 | -4 | 0.0 | 0
25 | O=C(CSc1nnc(CNC(=O)c2c(F)cccc2F)o1)NCc1ccco1 | 8 | -0.3 | -1 | -0.1 | 2
27 | CCn1c(SCC(=O)C(C)(C)C)nnc1-c1ccccn1 | 9 | 2.3 | -4 | 0.0 | 1

no. | GASC-1 inh | core dimer inh | LYPLA2 counter | Fh CTSL1 inh
2 | -1 | 1 | 1 | -1
5 | -1 | 2 | 1 | -2
7 | -2 | -7 | 3 | -2
11 | · | · | -1 | ·
13 | 0 | 8 | 2 | 0
14 | 5 | -1 | -4 | 5
19 | 1 | -2 | 8 | -1
20 | 7 | 7 | -5 | 4
25 | -9 | 7 | 3 | 2
27 | 5 | 1 | 3 | -1
